PTHR1 ag = PTHR1 (human) receptor agonism. Q03431. HEK293 GP2 PTHR1 cells, GloSensor cAMP luminescence, 1 h. Potency, µM (series often up to 115 µM), without a hit: at the top dose activation, actives largely listed as activators. 410,000 compounds, 0.075% hits. AID 743266; note: potency is the fitted concentration of half-maximal effect; nearly all actives have a fitted effect of over 55% in size; some results filed as inactive show a strong effect at the top dose; inactives centre near -15; many of its hits are not listed in these tables
Target sequence (Q03431 whole entry, looked up): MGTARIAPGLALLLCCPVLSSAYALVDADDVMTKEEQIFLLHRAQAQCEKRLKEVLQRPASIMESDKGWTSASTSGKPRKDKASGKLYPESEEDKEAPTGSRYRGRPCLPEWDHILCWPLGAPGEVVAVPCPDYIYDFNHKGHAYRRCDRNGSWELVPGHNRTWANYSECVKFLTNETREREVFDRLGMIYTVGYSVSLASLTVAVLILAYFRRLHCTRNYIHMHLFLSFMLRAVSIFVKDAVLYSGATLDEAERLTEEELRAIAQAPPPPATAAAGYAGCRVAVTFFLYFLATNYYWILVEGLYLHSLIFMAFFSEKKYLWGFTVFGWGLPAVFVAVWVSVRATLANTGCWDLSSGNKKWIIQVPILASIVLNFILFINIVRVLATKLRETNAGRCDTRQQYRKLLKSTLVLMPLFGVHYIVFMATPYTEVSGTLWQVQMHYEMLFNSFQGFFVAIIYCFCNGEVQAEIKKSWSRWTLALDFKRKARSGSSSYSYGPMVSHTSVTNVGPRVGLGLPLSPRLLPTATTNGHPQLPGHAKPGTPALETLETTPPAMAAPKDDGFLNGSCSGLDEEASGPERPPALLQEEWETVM
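HEK-293-derived GP2 cells expressing PTHR1 and a GloSensor cAMP reporter, 3,000/well, plated overnight, given luciferin plus IBMX (each 0.5 mM as added) for 1 h at 37 °C, then compound for 1 h at 37 °C. Luminescence was read after 15 min at room temperature.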
IL2 activator = activates IL-2 in a cell-based reporter assay | IL-2 activation reporter assay, cell-based qHTS; stimulated with anti-CD3/CD4/CD28 beads; in transgenic mouse T cells | activation, % (series mostly up to about 46 µM) | 360,000 compounds, 0.065% hits | AID 652025; in the data active = activation above about 50%; inconclusive = mostly about 30% to 49%; note: 0% is about no effect
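Using fluorescent plate cytometry, EGFP and DsRed are detected in transgenic mouse T cells stimulated 18 h at 37 degrees C with antibody-coated beads after 60 min compound pretreatment.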
HEK293 tox = cytotoxicity counter-screen for GLP-1 receptor inverse agonists. HEK293 cAMP-luciferase reporter cells, luminescence, 24 h. Potency, µM (top dose mostly 38.3 µM), for the others: at the highest dose activity change, negative = inhibition, actives largely listed as inhibitors. 410,000 compounds, 0.13% hits. AID 624418;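 note: loss of luciferase light is scored as toxicity; potency is the fitted concentration of half-maximal effect; % is set by controls: 0 for no effect and ±100 for the full control effect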
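Seeding density was 200 cells/uL; after overnight-length (12 h) culture, 23 nL compounds went on for 24 h at 37 °C. Readout used a luciferase detection reagent, luminescence taken after 12 min at room temperature.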
GLP1R ag = agonists of human GLP-1 receptor; 380,000 compounds, 0.007% hits; P43220; Potency, µM (doses to about 45.6 µM), without a hit: at the top dose activation, hits mostly activators; AID 624172; HEK293 GLP-1R CRE-luciferase, luminescence, 4-6 h; cells express a hypersensitive GLP-1R form; note: potency is the fitted concentration of half-maximal effect; % of control where 0% means no effect
EPAC1 antagonist = blocks human EPAC1 exchange factor; EPAC1 GEF assay, Rap1b-BODIPY-GDP exchange fluorescence; Potency, µM (doses to about 115 µM), without a hit: at the top dose activity change, negative = inhibition, hits mostly inhibitors; 360,000 compounds, 0.14% hits; O95398;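 note: potency is the fitted concentration of half-maximal effect; plate controls were vehicle for no effect and positive control for full effect; nearly all actives have a fitted effect of over 50% in size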
GLP1R inv ag = acts as inverse agonist at human GLP-1 receptor; 410,000 compounds, 1.6% hits; P43220; HEK293 GLP-1R CRE-luciferase, luminescence, 24 h; GLP-1R form is constitutively active; Potency, µM (titrated, usually from 38.3 µM), without a hit: top-dose activity change, negative = inhibition, hits mostly inhibitors; note: potency is the fitted concentration of half-maximal effect; % is set by controls: 0 for no effect and ±100 for the full control effect; nearly all actives have a fitted effect of over 55% in size
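HEK293 cells stably co-expressing a cAMP-responsive luciferase reporter and constitutively active GLP-1R were seeded, incubated 12 h, then exposed to compounds for 24 h at 37 C. Luminescence was read 12 min after detection reagent; inverse agonists lower signal.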
EPAC1 agonist = agonists of human EPAC1; O95398; EPAC1 agonist qHTS, biochemical assay; response scale: 100% = response to 6.5 mM cAMP; Potency, µM (titrated, usually from 154 µM), for inactives: at the highest dose activation, usual class: activators; 360,000 compounds, 0.073% hits; AID 720707; note: potency is the fitted concentration of half-maximal effect; nearly all actives have a fitted effect of over 60% in size
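Nucleotide exchange by EPAC1 (100 nM) on Rap1B–BODIPY-GDP (250 nM) in the presence of 50 uM GDP is tracked fluorescently at 480/540 nm over 30 min. Signals are normalized to a 6.5 mM cAMP control.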
PI5P4Ka inh = blocks human PI5P4K alpha kinase activity | PI5P4Kalpha enzyme, ADP-Glo luminescence, 60 min; active compounds read low | 330,000 compounds, 1.2% hits | P48426 | max response, %; active = max response of -50% or lower; inconclusive = between -30% and -50%; inactive = -30% or higher; note: value at the top dose of about 77 µM; % is set by controls: 0 for no effect and ±100 for the full control effect
Target sequence (P48426 whole entry, looked up): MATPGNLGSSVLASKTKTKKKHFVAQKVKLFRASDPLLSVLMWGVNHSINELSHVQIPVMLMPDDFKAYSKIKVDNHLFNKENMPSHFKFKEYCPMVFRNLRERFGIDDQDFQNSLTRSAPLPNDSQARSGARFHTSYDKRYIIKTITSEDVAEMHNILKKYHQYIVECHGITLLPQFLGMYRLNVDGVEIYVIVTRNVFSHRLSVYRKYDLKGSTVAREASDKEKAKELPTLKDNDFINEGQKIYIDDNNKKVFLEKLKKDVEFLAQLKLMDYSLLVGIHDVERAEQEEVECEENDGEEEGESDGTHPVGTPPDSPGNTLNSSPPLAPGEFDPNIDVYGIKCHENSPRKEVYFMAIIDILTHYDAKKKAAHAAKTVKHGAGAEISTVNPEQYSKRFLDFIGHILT
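ADP-Glo luminescence end-point read after a 60 min room-temperature kinase reaction of PI5P4Kalpha plus substrate, initiated with ATP at 5 microM final. Buffer: 0.038 M HEPES pH 7.4, EGTA, 0.1% CHAPS, 5% DMSO.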
PLK1 PBD block = inhibitors of human PLK1 polo-box domain binding; P53350; Plk1 PBD binding of FITC phosphopeptide, fluorescence polarization; Potency, µM, for the others: max response, negative = inhibition, actives largely listed as inhibitors; 360,000 compounds, 2.8% hits; note: potency is the fitted concentration of half-maximal effect; series mostly up to about 57 µM; % is set by controls: 0 for no effect and ±100 for the full control effect; nearly all actives have a fitted effect of over 65% in size
An asterisk follows results filed as active; i = inactive; ? = inconclusive; nt = not tested or not shown; [ ] = remark or other dose. Unless noted, calls come from the whole dose curve; as a rule, active = well fitted curve in the direction sought with a large enough effect; inconclusive = small, poorly fitted or top-dose-only effect, or another doubt; inactive = no such curve, though single readings can be large; an effect the other way counts as inactive or inconclusive. Only part of the results is shown. The share of hits here may be higher or lower than overall.

canonical_smiles	PTHR1 ag	IL2 activator	HEK293 tox	GLP1R ag	EPAC1 antagonist	GLP1R inv ag	EPAC1 agonist	PI5P4Ka inh	PLK1 PBD block
CCOC(=O)C1CCN(C(=O)COC(=O)COc2ccccc2OC)CC1	-2%	-0.6	-8%	-9%	3%	9%	4%	2	-2%
CCSc1oc(-c2ccco2)nc1S(=O)(=O)c1ccccc1	-10%	4.9	-6%	24%	5%	0%	3%	nt	-18%
CCCCN(C)Cc1cc(=O)oc2cc3c(cc12)CCCC3	-15%	-0.8	-8%	6%	0%	?	-3%	16	-4%
Cc1cc(NC(=O)COc2ccccc2)cc(-c2nc3ccccc3o2)c1O	?	nt	7%	-1%	nt	1%	nt	nt	nt
CCC(=O)Nc1cccc(C(=O)c2ccc(C)c(C)c2)c1	-26%	-3.8	-15%	13%	-15%	?	0%	4	-11%
Fc1ccc(-c2nc(-c3cccs3)no2)cc1	-14%	-1.6	0%	1%	8%	34%[activator]	7%	-6	?
Cc1ccnc(NCc2cccc3ccccc23)c1	-9%	0.2	17%	16%	-13%	?	7%	-2	5%
COC(=O)[C@]1(Cc2ccccc2)N[C@H](c2ccc(-c3ccccc3)cc2)[C@@H]2C(=O)N(C)C(=O)[C@@H]21	-9%	-0.6	1%	0%	-9%	?	1%	8	-11%
CCOc1ccc(S(=O)(=O)N2CCC(C(=O)NCc3cccnc3)CC2)cc1	-2%	-2.7	-4%	-7%	5%	21%	9%	1	-5%
COCCSc1ncnc2c1oc1nc3c(cc12)COC(C)(C)C3	i	-0.6	-1%	12%	-1%	-16%	-6%	6	0%
CCOC(=O)c1c(C)[nH]c(C(=O)OCC(=O)NCc2ccc(F)cc2)c1C	i	-0.8	-3%	1%	-5%	4%	-3%	-12	-5%
CCOC(=O)c1cnc2ccc(Cl)cc2c1N1CCN(C)CC1	-13%[57.5 µM]	-3.3	5%	10%	4%	69%[activator]	-2%	nt	-6%
CC12C=CC(=O)C=C1CCC1C3CCC(O)(C(=O)CO)C3(C)CC3OC312 (stereo not drawn)	i	0.5	-5%	0%	-2%	6%	-10%	11	8%
COc1cc(OC)c(N2CC(C(=O)NCCC3=CCCCC3)CC2=O)cc1Cl (stereo not drawn)	-23%	-0.4	?	-6%	-1%	-16%	-2%	0	4%
CN(C)c1cc[n+](CC(=O)c2ccc(-c3ccccc3)cc2)cc1	-28%	-3.3	-16%	-1%	3%	?	7%	2	?
CCN(C(=O)Cn1cc(C(F)(F)F)ccc1=O)C1CCS(=O)(=O)C1 (stereo not drawn)	-20%	0.7	-6%	-2%	-2%	-8%	2%	3	-10%
COc1ccc(NC(=O)c2ccccc2NC(=O)CSc2ccc(C)cc2)cc1	-2%[57.5 µM]	1.4	-5%	1%	3%	5%	3%	nt	-5%
COc1ccc(CCn2nnnc2C(c2ccc(C)cc2)N2CCN(C)CC2)cc1OC (stereo not drawn)	i	1.8	-12%	-4%	-1%	-8%	0%	8	-1%
CC(NC(=O)Cc1cccs1)C(c1cccs1)N1CCN(c2ccccc2F)CC1 (stereo not drawn)	-13%	0.6	8%	-1%	-10%	-4%	9%	nt	0%
CCOC(=O)c1cc2sc(C)cc2n1CC(=O)N1CCN(C(=O)c2ccco2)CC1	i	-2.7	-8%	-4%	-6%	6%	-3%	nt	-8%
Cc1ccc(NC(C)C(=O)N/N=C/c2c[nH]c3ccccc23)cc1 (stereo not drawn)	-10%	-1.1	13%	8%	-15%	-29%	-2%	-4	-3%
O=C(COC(=O)c1cnccn1)Nc1c(Cl)cc(Cl)cc1Cl	?	0.1	-2%	-4%	-6%	15%	1%	-11	-4%
CCOC(=O)CNC(=O)CSc1nc2cccnc2n1C	-5%[57.5 µM]	-1.8	99%[activator]	6%	11%	13%	7%	-2	-6%
COc1cc(Cn2c(=O)oc3ccc(C)cc32)ccc1OCCC(C)C	-47%[inhibitor]	nt	0%	18%	nt	?	nt	nt	nt
COc1cccc(CN2CC(C(=O)NCCSc3nnnn3C)CCC2=O)c1 (stereo not drawn)	-1%	-4.4	6%	-11%	2%	15%	1%	-1	3%
CS(=O)(=O)c1ccc2nc(NC(=O)CN3CCOCC3)sc2c1	-22%	-2.5	-24%	0%	-24%	15%	-4%	-7	-14%
O=C(CSc1nnnn1C1CC2C=CC1C2)Nc1ccc(C(=O)O)cc1 (stereo not drawn)	16%	2.7	-1%	-1%	3%	7%	5%	?	-5%
CC(C)C[C@H](NC(=O)C1CC(=O)N(c2ccc3c(c2)OCCO3)C1)C(=O)N1CCCCC1 (stereo partly drawn)	-1%	-3.1	-19%	4%	-26%	-18%	-13%	3	-9%
CCCCN=C1NC(=O)C(CC(=O)Nc2ccc(Cl)cc2)S1 (stereo not drawn)	i	-1.7	-12%	-4%	0%	?	2%	5	-5%
NS(=O)(=O)c1ccc(NC(=O)CN2CCN(S(=O)(=O)c3ccc(F)cc3)CC2)cc1	0%	-1.5	0%	3%	8%	13%	16%	?	4.7µM*
Cc1ccc(-c2nnc(NCCCO)c3ccccc23)cc1	-4%	-2.8	4%	-4%	7%	?	5%	-3	5%
C=CC[C@H](CC(=O)N(CCO)Cc1ccccc1)C(=O)NCCOC(=O)[C@@H](CC=C)Cc1ccc(F)cc1	-27%	-0.6	-17%	-4%	-10%	?	-6%	-1	-11%
O=C(N/N=C/c1ccc(Br)cc1)c1ccc(F)cc1	i	3.0	-2%	-4%	-9%	14%	15%	5	-9%
Cc1ccc2nc(SCc3nc(-c4ccc(Cl)cc4)no3)[nH]c2c1	-35%	nt	2%	-4%	nt	?	nt	nt	nt
Cc1ccc(C(=O)CCC(=O)Nc2ncccc2C)cc1	i	0.3	-13%	13%	-8%	2%	10%	-26	-14%
COc1ccccc1NC(=O)Cn1c(=O)n(C)c(=O)c2sc3c(c21)COC(C)(C)C3	-12%	-0.2	2%	7%	-10%	10%	-12%	0	-7%
O=C(c1ccc(OC2CCN(Cc3ccccn3)CC2)cc1)N1CCCCCC1	-12%	-1.1	-2%	12%	-12%	-25%	-6%	-2	-11%
COc1ccc(C2C(C(=O)c3ccc(C)o3)=C(O)C(=O)N2Cc2ccco2)cc1OC (stereo not drawn)	i	0.2	-32%	-2%	0%	7%	3%	4	2%
COc1ccc([C@H]2CC(=O)C=C(c3cc(C=O)ccc3OC)C2)cc1OC	-3%	-0.2	9%	21%	7%	44%[activator]	3%	-7	-1%
CC(C)C1C(=O)N(Cc2cn(Cc3ccco3)nn2)CCS(=O)(=O)N1Cc1ccc(-c2cccc(N(C)C)c2)cc1 (stereo not drawn)	-15%	-2.8	-1%	-2%	9%	?	16%	-4	-3%
CCOc1ccc(N(CC(=O)NC2CCCCC2)C(=O)CCC(=O)Nc2nc(C)cs2)cc1	i	0.9	-11%	3%	-1%	-5%	-7%	5	6%
Cc1nc2c(C)cccn2c1/C(O)=C1\C(=O)C(=O)N(CCN(C)C)C1c1cccs1 (stereo not drawn)	19%	-0.9	1%	5%	-15%	25%	-2%	1	-9%
CC[n+]1ccc(C[n+]2ccccc2)c2ccccc21	i	-0.6	13%	-1%	-4%	4%	3%	-53*	-16%
CCn1c(=O)c(C(=O)Nn2c(C)nc3ccccc3c2=O)c(O)c2ccccc21	i	-4.8	-12%	-6%	?	0%	-10%	6	3%
Cc1ccc(C(=O)OCC(=O)NC(=O)c2cccn2C)cc1	i	-0.8	-34%	-14%	7%	0%	5%	nt	-6%
COc1cc(/C=C/C(=O)O)cc(S(=O)(=O)NCCO)c1OC	-4%	-2.2	0%	2%	-10%	18%	-5%	-6	-3%
O=C(Cc1cccc(NC(=O)C2CCN(S(=O)(=O)c3cccc([N+](=O)[O-])c3)CC2)c1)Nc1cccc(C(=O)N2CCCCC2)c1	-14%	0.2	0%	0%	-11%	-2%	-1%	-18	-8%
N#CC1=C(N)Oc2c(ccc3ccccc23)C1c1cccs1 (stereo not drawn)	?	-1.8	-5%	14%	5%	?	2%	-22	-27%

Some of these compounds in order of their number in IL2 activator, highest first:
| mol | IL2 activator |
| --- | --- |
| O=C(Cc1cccc(NC(=O)C2CCN(S(=O)(=O)c3cccc([N+](=O)[O-])c3)CC2)c1)Nc1cccc(C(=O)N2CCCCC2)c1 | 0.2 |
| CC[n+]1ccc(C[n+]2ccccc2)c2ccccc21 | -0.6 |
| Cc1nc2c(C)cccn2c1/C(O)=C1\C(=O)C(=O)N(CCN(C)C)C1c1cccs1 (stereo not drawn) | -0.9 |

Next section:
canonical_smiles	PTHR1 ag	IL2 activator	HEK293 tox	GLP1R ag	EPAC1 antagonist	GLP1R inv ag	EPAC1 agonist	PI5P4Ka inh	PLK1 PBD block
COc1ccc(OC)c(/C=N/NC(=O)CN2CCSCC2)c1	i	-3.4	12%	-4%	-3%	11%	-3%	-4	-5%
COc1ccc(C=O)cc1OC(=O)N1CCOCC1	i	0.1	0%	8%	1%	1%	-3%	4	0%
O=C(CN1C(=O)S/C(=C\c2ccc(F)cc2)C1=O)Nc1cccc(S(=O)(=O)NCc2ccco2)c1	-21%	-2.3	0%	10%	-24%	2%	14%	0	-9%
COc1ccc(Br)cc1CNC(=O)CCN1C(=O)COc2ccccc21	i	0.1	6%	-4%	-2%	-28%	3%	nt	-4%
COC(=O)CN1C(=S)N(c2ccc(F)cc2)C(=O)C1CC(=O)Nc1ccc(F)cc1 (stereo not drawn)	-16%	0.7	1%	8%	-11%	-18%	0%	-2	-23%
